Screening data: PubChem BioAssay, NCI
Growth percent in the NCI-60 one-dose screen (48 h, 10 µM unless noted): 100 = growth as untreated, 0 = no growth, -100 = all killed.
PC-3: PC-3 prostate cancer cells. actives 3.9% (n = 80,000)
SF-268: SF-268 CNS cancer cells; actives 3.1% (n = 82,000); AID 1794759
SNB-75: SNB-75 CNS cancer; actives 5% (n = 79,000); AID 1794750
U251: U251 CNS tumor cells; actives 5.4% (n = 80,000); AID 1794753
SNB-19: SNB-19 CNS cancer cells; actives 2.5% (n = 81,000)
HCC-2998: HCC-2998 colon cancer; actives 4.7% (n = 79,000)
SF-295: SF-295 CNS cancer cells | AID 1794758 | actives 5.6% (n = 79,000)
SF-539: SF-539 CNS cancer; actives 6.8% (n = 81,000)
* = called active by the depositor; · = not tested or not shown. Rule for the calls: active = growth percent below 10; inactive = the rest. Compounds as they come; any-hit rate near 10%.

SMILES | PC-3 | SF-268 | SNB-75 | U251 | SNB-19 | HCC-2998 | SF-295 | SF-539
Nc1ccc(C(=O)O)c(O)c1 (tested in a mixture with another compound) | 99 | 119 | 98 | · | 98 | 108 | 106 | 111
CC(=O)Nc1cc(Cl)ccc1F | 100 | 99 | · | 122 | 102 | 102 | 112 | 109
O=C1c2cccc3cccc(c23)C(=O)N1Nc1nc(NC2CCCCC2)nc(N2CCOCC2)n1 | 98 | 100 | 89 | 98 | 91 | 111 | 105 | 98
O=C(O)c1cc2n(n1)CC(c1ccccc1)N2 (stereo not drawn) | 96 | 98 | 96 | 99 | 96 | 98 | 90 | 100
Cc1c(Cc2c(C)n(C)n(-c3ccccc3)c2=O)c(=O)n(-c2ccccc2)n1C | 105 | 118 | 96 | 117 | 101 | 94 | 108 | 109
COc1ccc2c(c1)Cc1ccccc1C2=O | 92 | 90 | 86 | 97 | 105 | 99 | 98 | 94
COC1=C[C@H]2C[C@@]3(OC)[C@H](O)c4ccccc4N4C(=O)C(=O)N(C2c2ccccc2)[C@@]143 (stereo partly drawn) | 95 | 99 | 88 | 99 | 101 | 110 | 100 | 103
O=C1C(Cl)C(c2cccc([N+](=O)[O-])c2)N1n1cnnc1 (stereo not drawn) | 91 | 97 | 73 | 98 | 100 | 101 | 98 | 85
COC(=O)NC1(C(=O)O)CCCC1 | · | 106 | 101 | 105 | · | 125 | 109 | 103
CS(=O)(=O)c1nccc(-c2c(-c3cccc(OCc4ccccc4)c3)nc3occn23)n1 | 92 | 99 | 104 | 99 | 96 | 109 | 107 | 97
C=CCOC(=O)C1CCC2OC2C1 (stereo not drawn) | 98 | 108 | 97 | 102 | 107 | 106 | 93 | 102
N#C/C(=C\Nc1ccccn1)C(=O)c1ccccc1 | 89 | · | 97 | 100 | · | 106 | 96 | 101
Cc1c([N+](=O)[O-])cc(C(C)(C)C)cc1[N+](=O)[O-] | 95 | 93 | 89 | 95 | 102 | 95 | 98 | 104
Nc1ccc(S(=O)(=O)Nc2cccc(N)c2)cc1 | 99 | 111 | 108 | 101 | 99 | 106 | 116 | 108
NC(=O)NC(=O)NC(N)=O | 80 | 108 | 91 | 103 | 108 | 105 | 103 | 93
O=C(CCn1c[n+](CC(=O)c2ccc([N+](=O)[O-])cc2)c2ccccc21)Nc1cccc2cccnc12 | 82 | 84 | 83 | 85 | 82 | 77 | 99 | 101
COc1ccc2nc3cc(Cl)ccc3c(Cl)c2n1 | 92 | 103 | 96 | 86 | 104 | 106 | 91 | 105
C=CCN(C)S(=O)(=O)/N=C1\NC(=O)NC1=C(Cl)Cl | 47 | 32 | 100 | -10* | 58 | 40 | 102 | -24*
O=C(O)c1cccc(O)c1O | 96 | 104 | 102 | 98 | 86 | 91 | 94 | 92
Cn1c(=O)[nH]c2nc(SC/C(=N/O)c3ccc(Br)cc3)[nH]c2c1=O | 103 | 95 | 88 | 100 | 103 | 106 | 92 | 98
O=C(O)/C=C1/OC(=O)c2ccccc21 | 92 | 96 | 87 | 95 | 101 | 107 | 99 | 95
O=C1NC2CCCC=C2c2cc3c(cc21)OCO3 (stereo not drawn) | 94 | 95 | 94 | 90 | 99 | 99 | 88 | 104
Cc1ccc(NC(=O)c2sc3nc(C)c(Br)c(C)c3c2N)cc1C | 77 | 92 | 85 | 100 | 107 | 102 | 96 | 100
CCCCC1COc2cccc3c(SCC(=O)N(C)c4ccccc4OC(F)(F)F)cc[n+]1c23 (stereo not drawn) | 102 | 110 | 105 | 52 | 97 | 102 | 104 | 114
Cc1ccc2nc(-c3nc(-c4ccc(C(F)(F)F)cc4)n4ccccc34)[nH]c2c1 | 62 | 90 | 75 | 101 | 91 | 102 | 94 | 99
Cn1c(=O)c2[nH]c(CCCCCCCc3nc4ccccc4[nH]3)nc2n(C)c1=O | 70 | 88 | 74 | 90 | 91 | 77 | 92 | 77
CCSC(=O)NCc1ccco1 | 64 | 97 | 104 | 89 | 100 | 99 | 87 | 100
O=S(=O)(O)c1ccc(N/N=C/c2ccc(Cl)c(Cl)c2)cc1 | 98 | 116 | 103 | 92 | 113 | 106 | 100 | 104
O=C1Nc2ccccc2C1C1c2ccccc2NC(=O)N1Cc1ccccc1 (stereo not drawn) | 84 | 105 | 80 | 92 | 107 | 83 | 89 | 105
CNCc1cccc2c1OCCOCCOCCN(C)S(=O)(=O)c1ccc(cc1)-c1cnc(N)c(n1)C(=O)N2 | 54 | 69 | 33 | 13 | 93 | 76 | 88 | ·
O=C(O)/C(O)=C(/O)C(=O)O | 94 | 105 | 93 | 106 | 107 | 106 | 114 | 99
Cc1cccc(C(C(=O)O)C(C)C)c1C (stereo not drawn) | 83 | 103 | 91 | 98 | 101 | 104 | 98 | 102
COc1ccc2nc(-c3ccc(-c4noc(-c5ccc(C)cc5)n4)cc3)[nH]c2c1 | 93 | 111 | 98 | 94 | 109 | 106 | 92 | 101
CCN(CC)CC(=O)Nc1c(C)ccc(N)c1C | 98 | 102 | 92 | 96 | 100 | 97 | 97 | 100
CC(=O)Nc1nc(C)c(C(=O)NNS(=O)(=O)c2ccccc2)s1 | · | 117 | 88 | 103 | 105 | 105 | 132 | 101
COc1cc(C(C)=C(c2ccc(OCCN(C)C)cc2)c2ccc(OCCN(C)C)cc2)ccc1F | 110 | 98 | 100 | 106 | 98 | 100 | 100 | 101
COc1ccc(N2C(=O)/C(=C/C(Cl)=C/c3ccc([N+](=O)[O-])cc3)SC2=S)cc1 | 2.2* | 12 | -34* | -83* | 2.7* | -20* | -32* | -23*
C[C@H]1[C@H](C)CC[C@]2(C(=O)N3CCN(C)CC3)CC[C@]3(C)C(=CC[C@@H]4[C@@]5(C)Cc6c([nH]c7ccccc67)C(C)(C)[C@@H]5CC[C@]43C)[C@@H]12 | 65 | 90 | 65 | 84 | 89 | 96 | 98 | 75
C=CCOC(=O)Nc1cccn([C@H](Cc2ccccc2)C(=O)NCCC(C)C)c1=O | 92 | 106 | 91 | 101 | 86 | 105 | 94 | 109
CCc1c(C)c2cc3[nH]c(=O)oc3c(C)c2oc1=O | 96 | 86 | 79 | 87 | 93 | 92 | 91 | 91
COc1ccc(-c2nc(SCC(=O)c3ccc(Br)cc3)[nH]c(=O)c2C#N)cc1 | 95 | 96 | 103 | 109 | 109 | 104 | 100 | 111
CSc1cnn(CCC#N)c(=O)n1 | 99 | 103 | 100 | 101 | 109 | 105 | 95 | 95
CCCn1c(O)c(N=Nc2ccc(S(N)(=O)=O)cc2)c2ccccc21 | 97 | 106 | 81 | 99 | 95 | 106 | 101 | 100
O=S(O)CNc1ccc(S(=O)(=O)c2ccc(NCS(=O)O)cc2)cc1 | 93 | 103 | 92 | 104 | 102 | 105 | 94 | 96
O=C(CSc1cc[n+](CCCCCCO)c2ccccc12)n1ccc2ccccc21 | 91 | 108 | 109 | 93 | 97 | 117 | 100 | 97
O=Cc1cccc([N+](=O)[O-])c1O | 100 | 107 | 81 | 103 | 105 | 100 | 100 | 91
CS(=O)(=O)c1ccc(-c2nc3ccccn3c2/C=N/NC(=S)Nc2ccccc2)cc1 | 99 | 98 | 92 | 105 | 98 | 107 | 93 | 98
Cc1c(CCNC=O)cc(C)c2c3c(oc12)CCCC3 | 86 | 95 | 82 | 88 | 88 | 115 | 94 | 87
Cc1c(Cl)cc(C(C)C)c(O)c1CN1CCOCC1 | 100 | 95 | 89 | 100 | 98 | · | 107 | 110
Cc1ccc(-c2csc(=N)n2CC(=O)N2CCOCC2)cc1 | 79 | 101 | 91 | 92 | 106 | 99 | 84 | 100
O=c1c2cnn(-c3ccccc3)c2n2c(CN3CCOCC3)nnc2n1-c1ccccc1 | 78 | 104 | 98 | 89 | 106 | 104 | 99 | 99
CCCCn1cnc2c(SC)nc(N)nc21 | 88 | 97 | 90 | 107 | · | 114 | 107 | 89
CC1=CCC(OC(=O)C(C)(O)CCC(O)([C+](C)OC2(C)C=CC(O)(C(C)C)CC2)C(C)C)(C(C)C)CC1 (stereo not drawn) | 109 | 101 | 100 | 98 | 97 | 112 | 103 | 104
CCCCCCCCN(CC(=O)O)CC(=O)O | 102 | 110 | 77 | 99 | 110 | 105 | · | 106
COc1ccc(-n2c(CSc3nc4ccccc4c(=O)n3CCc3ccccc3)n[nH]c2=S)cc1 | 90 | 108 | 97 | 99 | 103 | 119 | 82 | 113
CC(=O)N1N=C(c2cccc(Nc3ccncc3)c2)CC1c1ccccc1 (stereo not drawn) | 76 | 91 | 53 | 73 | 92 | 103 | 87 | 81
CC1(C)CC[C@]23CC[C@]4(C)[C@H](CC[C@@H]5[C@@]6(C)CC(=O)CC(C)(C)[C@@H]6CC[C@]54C)[C@H]2[C@H]1OC3 | 81 | 101 | 65 | 100 | 93 | 94 | 101 | 91
Nc1cc(F)ccc1[N+](=O)[O-] | 88 | 111 | 86 | 106 | 102 | 102 | 108 | 101
CNC1=C([N+](=O)[O-])C(c2ccc(Br)cc2)C(C#N)=C(c2ccc[nH]2)O1 (stereo not drawn) | 93 | 106 | 94 | 92 | 102 | 114 | 102 | 99
O=C(CSc1nc2ccccc2c(=O)[nH]1)NCCN1CCCCC1 | 91 | 93 | 79 | 99 | 95 | 108 | 103 | 91
The list goes on.
SMILES | PC-3 | SF-268 | SNB-75 | U251 | SNB-19 | HCC-2998 | SF-295 | SF-539
CCn1cc(C(=O)O)c(=O)c2cc(F)c(N3CCN(C(=O)CO[N+](=O)[O-])CC3)cc21 | 100 | 98 | 86 | 106 | 119 | 105 | 99 | 104
Nc1nc(-c2ccc(F)cc2)cc(-c2ccc(OCc3nc4ccccc4[nH]3)cc2)n1 | 73 | 95 | 69 | 87 | 87 | 101 | 89 | 106
CCN1C/C(=C\c2ccc3c(c2)OCO3)c2nc3nc(SC)[nH]c(=O)c3c(-c3ccc4c(c3)OCO4)c2C1 | 113 | 118 | 82 | 102 | 98 | 116 | 93 | 101
CC12OC(c3ccccc3)C(C)(OC1c1ccccc1)O2 (stereo not drawn) | 97 | 112 | 105 | 106 | · | 108 | 97 | 100
CCCCONc1c2ccccc2nc2ccccc12 | 87 | 97 | 99 | 93 | 100 | · | 122 | 94
O=C(CCc1ccccc1)c1ccccc1 | 77 | 128 | 100 | 93 | 107 | 100 | 100 | 105
COc1ccc(C(=O)/C(=N/Nc2ccccc2)c2ccc(OC)cc2)cc1 | 78 | 101 | 97 | 92 | 100 | 95 | 101 | 96
Cc1nn(-c2ccccc2)c(Cl)c1C1CC(c2ccc(Cl)cc2)=NN1c1ccccc1 (stereo not drawn) | 95 | 99 | 100 | 97 | 105 | 95 | 91 | 115
COC(=O)[C@H](Cc1ccc(O)cc1)n1cc(COC(=O)c2cccc3c(=O)c4ccccc4n(Cc4cn([C@@H](Cc5ccc(O)cc5)C(=O)OC)nn4)c23)nn1 | 89 | 100 | · | 107 | 96 | 97 | 99 | 103
O=C(Nc1ncccc1OCc1cn(Cc2ccc(Cl)cc2)nn1)c1ccccc1 | 96 | 93 | 80 | 103 | 92 | 108 | 92 | 100
CCCCCCCCc1ccc(OCCCN2CCOCC2)cc1 | 68 | 98 | 84 | 88 | 102 | 99 | 99 | 96
COC(=O)c1nc(-c2ccc(C)cc2)oc1S(=O)(=O)c1cccc(OC)c1 | 103 | 93 | 83 | 97 | 101 | 103 | 104 | 101
COc1cccc(N2CCN(c3ncnc4c3[nH]c3ccc(F)cc34)C[C@H]2C)c1 | 38 | 84 | 63 | 68 | 69 | 97 | 32 | 70
C#CCOc1ccc(C(Nc2cc(C)cc(C)c2)c2nnnn2C2CCCCC2)cc1 (stereo not drawn) | 87 | 82 | 86 | 86 | 94 | 94 | 90 | 93
CC(C)(C)c1nc(C(Cl)Cl)nc2cc(-c3ccccc3)nn12 | 105 | 119 | 145 | 99 | 97 | 112 | 99 | 96
OCC(O)C(O)C(O)c1nc2ccccc2s1 (stereo not drawn) | 88 | 107 | 87 | 100 | 115 | 105 | 111 | 114
COc1cc(C(=O)/C=C/c2c(-c3ccc(F)cc3)nc3sc(C)nn23)cc(OC)c1OC | 82 | 54 | 15 | 90 | 90 | · | 87 | 76

Filtered by structure, the entries above containing an aryl thioether with sulfur outside any ring
SMILES | PC-3 | SF-268 | SNB-75 | U251 | SNB-19 | HCC-2998 | SF-295 | SF-539
Cn1c(=O)[nH]c2nc(SC/C(=N/O)c3ccc(Br)cc3)[nH]c2c1=O | 103 | 95 | 88 | 100 | 103 | 106 | 92 | 98
CCCCC1COc2cccc3c(SCC(=O)N(C)c4ccccc4OC(F)(F)F)cc[n+]1c23 (stereo not drawn) | 102 | 110 | 105 | 52 | 97 | 102 | 104 | 114
COc1ccc(-c2nc(SCC(=O)c3ccc(Br)cc3)[nH]c(=O)c2C#N)cc1 | 95 | 96 | 103 | 109 | 109 | 104 | 100 | 111
CSc1cnn(CCC#N)c(=O)n1 | 99 | 103 | 100 | 101 | 109 | 105 | 95 | 95
O=C(CSc1cc[n+](CCCCCCO)c2ccccc12)n1ccc2ccccc21 | 91 | 108 | 109 | 93 | 97 | 117 | 100 | 97
CCCCn1cnc2c(SC)nc(N)nc21 | 88 | 97 | 90 | 107 | · | 114 | 107 | 89
COc1ccc(-n2c(CSc3nc4ccccc4c(=O)n3CCc3ccccc3)n[nH]c2=S)cc1 | 90 | 108 | 97 | 99 | 103 | 119 | 82 | 113
O=C(CSc1nc2ccccc2c(=O)[nH]1)NCCN1CCCCC1 | 91 | 93 | 79 | 99 | 95 | 108 | 103 | 91
CCN1C/C(=C\c2ccc3c(c2)OCO3)c2nc3nc(SC)[nH]c(=O)c3c(-c3ccc4c(c3)OCO4)c2C1 | 113 | 118 | 82 | 102 | 98 | 116 | 93 | 101
